# Source: PubChem BioAssay (several laboratories)
# S1P4 antag = antagonists of human S1P4 receptor. inhibition, % at 4.98 µM. S1P4-expressing cells, antagonist mode, reporter read-out. actives 0.26% (n = 220,000); in the data active = inhibition above about 29%;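 note: 0% = wells stimulated with agonist and 100% = vehicle wells without agonist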
# S1P4 ag = activates the human S1P4 receptor; activation, % at 4.98 µM; AID 1509; S1P4-expressing cell line, agonist reporter assay; actives 0.35% (n = 220,000); in the data active = activation above about 11%;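 note: 0% = DMSO vehicle and 100% = reference agonist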
# zfTRPN1 agonist = activates the zebrafish TRPN1 channel; HEK293 zebrafish TRPN1-YFP, Fluo-8 calcium fluorescence; 100% = response to 87 µM carbachol; activation, % at 3 µM; actives 0.18% (n = 220,000); AID 1424;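 active = activation above its plate's cutoff, the mean activation of test wells on that plate plus 3 SD, cut at about 19% in these data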;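 note: 0% = DMSO alone and 100% = 87 µM carbachol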
#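 Material: zebrafish TRPN1-YFP in HEK293 cells. Doses: one dose of 3 µM, 0.3% DMSO. Incubation: dye 1 h 37 °C plus 30 min RT. Measured by: intracellular calcium fluorescence with Fluo-8.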
# NPY Y1 blocker = NPY-Y1 (human) receptor antagonism. inhibition, % at 3.6 µM. AID 1040. actives 1% (n = 200,000). HEK293-CNG Y1 cells, membrane potential fluorescence; NPY at EC95, then isoproterenol;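 active = inhibition above the campaign mean inhibition of all tested compounds plus 3 SD, cut at about 20% in these data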;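 note: 0% = DMSO wells given NPY plus isoproterenol and 100% = isoproterenol alone without NPY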
#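 Assay system: HEK293 Y1/CNG channel cell line; Doses: single compound dose of 3.6 µM, 0.4% DMSO; Timing: dye 3 h, compound 60 min room temperature, stimulation 45 min; Technique: Membrane-potential fluorescent dye readout; Measure: % inhibition of NPY effect.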
# NPY-Y2 PAM-ag = potentiators or agonists of human neuropeptide Y receptor Y2 | actives 0.45% (n = 220,000) | P49146 | activation, % at 3.6 µM | cells expressing NPY-Y2, potentiator/agonist read-out; in the data active = activation above about 27%;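 note: cells stimulated with NPY near EC25 plus isoproterenol at EC100; 0% = vehicle plus submaximal agonist and 100% = vehicle plus saturating agonist; some results beyond the cut were filed as inactive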
# TRPML3 ag = agonists of human TRPML3 channel; Q8TDD5; activation, % at 3 µM; AID 1448; HEK293 TRPML3-YFP, Fluo-8 calcium fluorescence; 100% = the carbachol control signal; actives 0.29% (n = 220,000);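 active = activation above its plate's cutoff, the mean activation of the plate's test wells plus 3 SD, cut at about 12% in these data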;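 note: 0% = DMSO only wells and 100% = carbachol wells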
# Target sequence (Q8TDD5 whole entry, looked up): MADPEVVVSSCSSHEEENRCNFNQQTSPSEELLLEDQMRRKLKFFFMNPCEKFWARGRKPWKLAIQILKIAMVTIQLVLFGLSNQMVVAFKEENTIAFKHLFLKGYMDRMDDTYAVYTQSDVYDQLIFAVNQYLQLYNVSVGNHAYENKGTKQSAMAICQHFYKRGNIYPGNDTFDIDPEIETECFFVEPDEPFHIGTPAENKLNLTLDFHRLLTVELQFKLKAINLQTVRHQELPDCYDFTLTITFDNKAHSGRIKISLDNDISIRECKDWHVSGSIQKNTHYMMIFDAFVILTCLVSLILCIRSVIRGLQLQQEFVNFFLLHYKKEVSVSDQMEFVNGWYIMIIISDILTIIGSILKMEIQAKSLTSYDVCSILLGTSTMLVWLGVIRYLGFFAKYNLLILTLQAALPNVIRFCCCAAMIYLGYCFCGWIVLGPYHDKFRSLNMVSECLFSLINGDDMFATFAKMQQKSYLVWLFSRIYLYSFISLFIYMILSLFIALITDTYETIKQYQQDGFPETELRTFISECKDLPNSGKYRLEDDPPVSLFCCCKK
#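 Test system – HEK293 line with stable expression of human TRPML3-YFP channel · Control set – carbachol 87 µM final as high control (100%), DMSO as low control (0%) · Signal – Fluo-8 calcium dye fluorescence, ex 470-495, em 515-575 nm · Incubation – 1-h 37 °C dye load, 5-s basal, 120-s post-compound reads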
# CHOP inhibitor = CHOP inhibition in unfolded protein response; CHO-K1 CHOP-promoter luciferase, tunicamycin-induced, 15-18 h; inhibition, % at 10 µM; actives 3.8% (n = 220,000); AID 2732;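 active = compounds that reduced the stress-induced luciferase reporter signal by more than about 70% of percent inhibition, limit read from the data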;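 note: 0% = tunicamycin plus vehicle and 100% = wells without tunicamycin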
# EP2 modulator = modulates human prostaglandin E2 receptor EP2 signaling; AID 940; induction, % at 25 µM; actives 0.83% (n = 260,000); EP2-expressing cells, cAMP HTRF FRET, PGE2 co-stimulation;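 active = compounds whose cAMP rise, as percent of the full-agonist control response, exceeds 60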;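 note: rat C6 glioma line stably carrying human EP2 under a CMV promoter; the protocol text gives 20 µM as final concentration; 100% = response of wells given 1 µM PGE2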
# Target sequence (P43116 whole entry, looked up): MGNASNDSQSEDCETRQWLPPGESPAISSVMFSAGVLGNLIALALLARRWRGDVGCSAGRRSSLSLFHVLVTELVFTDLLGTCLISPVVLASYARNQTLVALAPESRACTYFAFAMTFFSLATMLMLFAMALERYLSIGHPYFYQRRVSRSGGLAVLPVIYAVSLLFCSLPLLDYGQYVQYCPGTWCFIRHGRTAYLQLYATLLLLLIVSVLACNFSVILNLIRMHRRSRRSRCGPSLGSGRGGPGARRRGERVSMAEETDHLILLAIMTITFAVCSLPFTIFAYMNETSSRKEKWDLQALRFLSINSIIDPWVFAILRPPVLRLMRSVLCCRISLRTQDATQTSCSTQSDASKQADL
# NPY-Y1 PAM-ag = potentiators or agonists of human neuropeptide Y receptor Y1 | AID 1304 | actives 0.37% (n = 220,000) | P25929 | NPY-Y1 expressing cells, potentiator/agonist activation | activation, % at 3.6 µM; in the data active = activation above about 33%, passing the limit was not always enough;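 note: cells stimulated with NPY at EC10 then isoproterenol at EC100; 0% = low agonist plus stimulus and 100% = saturating agonist plus stimulus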
# The depositor's hits bear a star; x = not tested or not shown; & = joins results of further samples.
cpd	Molecule	S1P4 antag	S1P4 ag	zfTRPN1 agonist	NPY Y1 blocker	NPY-Y2 PAM-ag	TRPML3 ag	CHOP inhibitor	EP2 modulator	NPY-Y1 PAM-ag
1	C/C(CC(=O)Nc1ccc(C)c(Cl)c1)=N\NC(=O)c1ccncc1	-1	1.7	-0.3	-4	10	1.1	10	6	12
2	CCc1ccc(N(C(=O)c2csnn2)C(C(=O)NC(C)(C)CC)c2cccnc2)cc1 (configuration not stated)	1	-0.9	-0.7	2	-3	0.2	-13	32	7
3	O=C(CSc1nc(-c2ccccc2Cl)ns1)Nc1ccc2c(c1)OCO2	5	2.2	-0.1	8	-6	0.7	33	-19	-20
4	COc1ccc(C(=O)N(C)Cc2ccccc2)cc1Br	-4	-2.6	-0.1	7	14	0.5	-4	6	-9
5	CCn1cc(C2=NOC(C(=O)Nc3cc(OC)c(Cl)cc3OC)C2)c(C)n1 (configuration not stated)	-14	2.2	-1.0	-2	-1	0.9	16	0	7
6	CCc1nnc(NC(=O)CN2C(=O)/C(=C/c3ccc(OC)c(OC)c3)SC2=S)s1	16	1.1	0.5	9	11	1.2	13	-31	7
7	CCCC(CCC)C(=O)NCCN1CCOCC1	-6	-0.9	1.5	5	1	1.0	3	-45	-15
8	COC(=O)CCS(=O)(=O)c1ccc(Cl)c(Cl)c1	12	0.7	0.1	7	-32	-0.1	-2	0	-29
9	Nc1c(S(=O)(=O)c2cccs2)c2nc3ccccc3nc2n1Cc1ccccc1	-14	1.4	-1.4	6	-5	-0.2	43	1	5
10	CC(=O)c1c(COC(=O)c2ccc(C)cc2)nc2ccccc2[n+]1[O-]	1	0.7	1.1	x	-7	0.9	-2	-30	-1
11	O=C(Nn1c(-c2ccc(Br)cc2)nc2ccccc2c1=O)c1ccncc1	-5	2.1	0.9	3	-7	0.4	8	7	2
12	CC(C)c1c(O)nc(SCC(=O)N2CCOCC2)[nH]c1=O	-5	2.0	1.6	2	4	0.0	-18	3&-12	-14
13	Brc1ccc2c(c1)OCCOCCOCCOCCOCCO2	-9	0.5	-1.9	8	1	-0.6	16	5	4
14	Clc1ccc(-c2nc3ccccc3[nH]2)cn1	14	-1.1	2.3	x	-19	0.7	-22	2	-5
15	CCOC(=O)c1c(C)n(C)c2ccc(OC(=O)c3ccc([N+](=O)[O-])cc3)cc12	13	0.9	0.5	-4	0	0.5	15	27	9
16	COC(=O)[C@@H](NC(=O)Nc1ccc(S(N)(=O)=O)cc1)C(C)C	7	-0.4	1.5	-1	-9	1.1	-1	16	-20
17	CC(=O)c1cccc(N(C(=O)Cn2nnc3ccccc32)C(C(=O)NCc2ccccc2)c2ccccn2)c1 (configuration not stated)	-3	1.0	-0.2	1	-10	0.1	26	10	-24
18	Cc1ccccc1OCc1nnc(SCC(=O)N2CCc3ccccc32)n1C	1	1.7	0.1	6	6	0.1	25	-14	-14
19	COC(=O)CNC(=O)Cn1ccc2ccccc2c1=O	7	0.7	-0.7	-4	10	-0.1	11	18	8
20	COCc1cc(=O)oc2cc(NS(=O)(=O)c3ccc(C)cc3)ccc12	13	-0.4	0.7	x	-2	0.8	9	-28	-7

# Two compounds drawn at random from the list so far, as already listed:
cpd	Molecule	S1P4 antag	S1P4 ag	zfTRPN1 agonist	NPY Y1 blocker	NPY-Y2 PAM-ag	TRPML3 ag	CHOP inhibitor	EP2 modulator	NPY-Y1 PAM-ag
12	CC(C)c1c(O)nc(SCC(=O)N2CCOCC2)[nH]c1=O	-5	2.0	1.6	2	4	0.0	-18	3&-12	-14
17	CC(=O)c1cccc(N(C(=O)Cn2nnc3ccccc32)C(C(=O)NCc2ccccc2)c2ccccn2)c1 (configuration not stated)	-3	1.0	-0.2	1	-10	0.1	26	10	-24

# Profiles from above. Values in the order: S1P4 antag, S1P4 ag, zfTRPN1 agonist, NPY Y1 blocker, NPY-Y2 PAM-ag, TRPML3 ag, CHOP inhibitor, EP2 modulator, NPY-Y1 PAM-ag
# Entry for COC(=O)CNC(=O)Cn1ccc2ccccc2c1=O : 7, 0.7, -0.7, -4, 10, -0.1, 11, 18, 8
# Entry for Cc1ccccc1OCc1nnc(SCC(=O)N2CCc3ccccc32)n1C : 1, 1.7, 0.1, 6, 6, 0.1, 25, -14, -14

# Three of these compounds in a different format.
# Results follow in this order: S1P4 antag	S1P4 ag	zfTRPN1 agonist	NPY Y1 blocker	NPY-Y2 PAM-ag	TRPML3 ag	CHOP inhibitor	EP2 modulator	NPY-Y1 PAM-ag
18	Cc1ccccc1OCc1nnc(SCC(=O)N2CCc3ccccc32)n1C
  1	1.7	0.1	6	6	0.1	25	-14	-14
19	COC(=O)CNC(=O)Cn1ccc2ccccc2c1=O
  7	0.7	-0.7	-4	10	-0.1	11	18	8
20	COCc1cc(=O)oc2cc(NS(=O)(=O)c3ccc(C)cc3)ccc12
  13	-0.4	0.7	x	-2	0.8	9	-28	-7

# Next section.
cpd	Molecule	S1P4 antag	S1P4 ag	zfTRPN1 agonist	NPY Y1 blocker	NPY-Y2 PAM-ag	TRPML3 ag	CHOP inhibitor	EP2 modulator	NPY-Y1 PAM-ag
21	C/C=C/C(=O)OCC(=O)Nc1cccc(Br)c1	6	0.7	-0.2	2	-12	0.7	-5	-35	-3
22	CCN(CC(=O)Nc1ccc(C(=O)OC)cc1)Cc1ccccc1	4	-1.5	-1.9	8	-5	0.0	-16	-46	-3
23	COC(=O)/C=c1/s/c(=C(/C#N)C(=O)N2CCOCC2)n(-c2ccccc2)c1=O	-4	0.0	2.1	0	4	0.5	-9	18	-3
24	O=C(COc1ccccc1F)Nc1cc(S(=O)(=O)N2CCOCC2)ccc1N1CCOCC1	-8	0.9	-0.2	-5	7	1.3	-3	15	0
25	Cc1cccc(C)c1NC(=O)CCCN1CC(C)OC(C)C1 (configuration not stated)	-7	-1.3	0.7	0	-11	0.9	-9	10	16
26	COc1cc2cc(CN(CCCN3CCOCC3)C(=O)Nc3ccc(F)cc3)c(=O)[nH]c2cc1OC	-9	-1.0	-1.1	1	-1	0.6	-25	-24	23
27	CN(C)S(=O)(=O)c1cccc(NC(=O)c2cc3ccccc3o2)c1	-2	0.1	0.4	-1	-19	0.2	-6	-24	-19
28	CC(C)(C)c1ccc(S(=O)(=O)N2CCC(CO)(CC3CCCCO3)CC2)cc1 (configuration not stated)	2	4.6	0.1	1	8	0.6	43	15	10
29	O=C(O)Cn1cccc1C(=O)c1ccccc1	2	3.8	0.1	-7	17	0.4	14	12	6
30	N=c1c2c(-c3ccccc3)c(-c3ccccc3)n(Cc3ccccc3)c2ncn1CCCO	3	-2.7	-0.8	73*	-31	-1.3	8	-5	-73
31	CNCCOCC(O)CSc1ccccc1 (configuration not stated)	-12	-3.4	-0.1	-6	-2	1.0	30	26	4
32	CC1CCCCC1NCC(=O)NCc1ccc(F)cc1 (configuration not stated)	-2	0.5	1.8	5	-13	0.1	20	-17	-22
33	CC(=O)N1CCN(CC(=O)Nc2cc(S(=O)(=O)N3CCOCC3)ccc2C)CC1	-6	1.6	0.6	4	6	0.6	8	14	17
34	COc1ccc(OC)c(CNC(=O)C2CCCN(C(=O)N(C)C)C2)c1 (configuration not stated)	14	-1.4	0.2	3	-3	0.7	-1	14	3
35	CCN(CC)c1ccc(NC(=O)CC2Oc3ccccc3NC2=O)c(C)c1 (configuration not stated)	5	1.1	0.7	3	11	-0.3	45	0	0
36	C/C(=N\NC(=O)c1c(C)nc2ccccn12)c1cccc([N+](=O)[O-])c1	-12	-0.3	1.5	5	-13	0.2	18	-41	-6
37	Cc1cc(C)nc(SC(C)C(=O)N/N=C/c2cccs2)n1 (configuration not stated)	-9	1.0	-0.5	3	-4	0.5	25	11	14
38	CC(=O)OC1COC(N2CCc3cc([N+](=O)[O-])ccc32)C(OC(C)=O)C1OC(C)=O (configuration not stated)	-7	1.1	1.6	-1	3	0.2	-3	14	-10
39	COc1ccccc1C(=O)NNC(=O)c1ccc(Cl)cc1	2	-1.0	0.3	2	4	0.7	-7	-32	-5
40	CCS(=O)(=O)N1Cc2ccccc2CC1C(=O)NC(C)C12CC3CC(CC(C3)C1)C2 (configuration not stated)	2	0.6	-1.4	10	-13	0.7	34	63*	-7
41	O=C(CSc1nc2nn(-c3ccccc3)c(=O)c-2c2n1CCCCC2)NCCc1ccccc1	-10	1.2	-1.6	0	7	-0.5	-6	6	-3
42	N#CC1=C(N)Oc2cc(N)ccc2C1C1CC=CCC1 (configuration not stated)	17	3.1	0.7	2	0	0.2	x	3	-2
43	O=C(CSc1nccn1-c1ccccc1)Nc1ccc2c(c1)OCO2	15	0.9	-0.1	0	4	-0.2	-7	-1	-11
44	O=C(COC(=O)c1ccc2c(=O)n3c(nc2c1)CCC3)Nc1ccccc1F	-12	0.1	0.5	2	0	0.3	8	-19	-15
45	CSc1nc(-c2ccccc2)nn1C(=O)c1ccc(C)cc1	-2	0.4	-0.5	7	-9	0.3	-24	53	4
46	N#CC1=C(N)Oc2c(ccc3cccnc23)C1c1cccnc1 (configuration not stated)	-8	0.0	-0.5	7	1	0.7	-5	6	2
47	CCCC(C)NC(C)C(=O)NC1CCCC1 (configuration not stated)	-26	-2.5	0.4	-1	10	0.8	-10	5	-13
48	COc1ccccc1Oc1c(C)oc2c(CN(C)C)c(O)ccc2c1=O	-3	0.7	1.5	9	4	0.3	-10	8	20
49	CC1=CCC2(CO)COC(c3ccccc3O)C1C2 (configuration not stated)	-13	-0.2	-0.4	0	2	0.1	1	-9	3
50	Fc1ccc(-c2nnc(Cc3ccc(Cl)cc3)o2)cc1	5	0.8	-0.8	x	-8	-1.1	-30	-26	-24
